TRHR ag – qHTS for Small Molecule Agonists and Allosteric Enhancers of Human TRH Receptor: Primary Screen for Agonists; AID 493084, 2011; activation, % at 2 µM; TRHR cells, calcium flux fluo-8, FDSS agonist mode; 0.18% of 360,000 active; in the data active = activation above about 30%; note: 0% is about no effect
Target sequence (P34981 whole entry, looked up): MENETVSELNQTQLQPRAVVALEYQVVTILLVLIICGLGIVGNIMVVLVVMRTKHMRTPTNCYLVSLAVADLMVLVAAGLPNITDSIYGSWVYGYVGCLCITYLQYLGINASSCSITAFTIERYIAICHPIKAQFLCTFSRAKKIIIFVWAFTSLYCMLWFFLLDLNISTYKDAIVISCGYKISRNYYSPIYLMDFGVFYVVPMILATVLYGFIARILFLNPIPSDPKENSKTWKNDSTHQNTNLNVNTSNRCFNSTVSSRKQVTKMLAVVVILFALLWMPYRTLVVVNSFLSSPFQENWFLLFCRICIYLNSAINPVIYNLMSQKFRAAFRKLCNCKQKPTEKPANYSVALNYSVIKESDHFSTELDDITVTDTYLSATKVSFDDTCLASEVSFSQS
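In this calcium-flux screen, cells bearing human TRHR are dye-loaded with fluo-8, baselined for 10 cycles, then exposed to library compounds; positive kinetic calcium responses during the agonist phase mark hits, with TRH as control.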
12-LOX inh – Primary qHTS assay for inhibitors of human arachidonate 12S-lipoxygenase (ALOX12): Round 2; Polyunsaturated fatty acid lipoxygenase ALOX12 (Homo sapiens), P18054; purified 12hLO, xylenol orange hydroperoxide absorbance; Potency, µM (top dose mostly 108 µM), inactives show top-dose activity change, negative = inhibition, most hits filed as inhibitors; 1.1% of 580,000 active; AID 1671190, 2021; note: potency is the fitted concentration of half-maximal effect; % is set by controls: 0 for no effect and ±100 for the full control effect
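Purified human 12hLO at 150 nM in 25 mM Hepes, 0.01% Triton X-100, pH 7.0, preincubated 15 min at room temperature with compound. Reaction started with 40 uM arachidonic acid, 30 min at room temperature. Hydroperoxide measured by Fe-xylenol orange, 573/405 nm absorbance ratio.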
Pol beta inh – qHTS Assay for Inhibitors of DNA Polymerase Beta. Pol beta primer extension/strand displacement, fluorescence kinetic. Potency, µM (titrated, usually from 114 µM), inactives show top-dose activity change, negative = inhibition, most hits filed as inhibitors. 1.3% of 340,000 active. P06746; note: potency is the fitted concentration of half-maximal effect; % is set by controls: 0 for no effect and ±100 for the full control effect
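10 nM enzyme + cpd, 15 min RT; start with substrate 50 nM final; read 0 min and after 10 min RT. Corrected, normalized data; 4-parameter Hill curve fit.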
ERG-DNA inh – qHTS for Small Molecule Inhibitors of the ERG Ets/DNA interaction; Transcriptional regulator ERG (Homo sapiens), P11308; fluorescence polarization, His-ERG Ets domain / labelled DNA; Potency, µM (top dose mostly 76.9 µM), inactives show top-dose FP activity, negative = inhibition, hits mostly inhibitors; 0.028% of 370,000 active; active = well fitted inhibition curve with a large enough effect in the polarisation, with a control signal flat; inconclusive = small, poorly fitted or top-dose-only effect, or effect the other way, or a change in a side signal; inactive = no such curve, though single readings can be large or run the other way; the % refers to the polarisation;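 note: polarization taken with two DNA probes labelled with fluorescein and Texas red; potency is the fitted concentration of half-maximal effect; % of control where 0% means no effect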
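His-tagged ERG Ets domain (1 uM in the protein solution; 300mM KCl, 50mM Tris-HCl, 1mM EDTA, 1mM DTT, pH 7.5) received compound, then a probe mix of 5 nM fluorescein-DNA and 100nM Texas-615-DNA. Fluorescence polarization was read for both dyes.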
POLK inh – qHTS for Inhibitors of Polymerase Kappa | DNA polymerase kappa (Homo sapiens), Q9UBT6 | AID 588579, 2011 | purified Pol kappa, fluorescent DNA synthesis assay, 10 min | 0.53% of 400,000 active | Potency, µM (doses to about 107 µM), inactives show at the highest dose activity, negative = inhibition, most hits filed as inhibitors; note: potency is the fitted concentration of half-maximal effect; % is set by controls: 0 for no effect and ±100 for the full control effect
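Pol kappa 10 nM + cpd, 15 min RT; start w/ substrate 50 nM final; fluorescence kinetic read, 0 and 10 min. Neg ctrl: buffer, no enzyme.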
Apoferritin bind – qHTS Assay for Identification of Novel General Anesthetics. 0.074% of 350,000 active. Ferritin light chain (Equus caballus), P02791. Potency, µM (series often up to 77.5 µM), without a hit: at the highest dose activity change, negative = displacement, hits mostly inhibitors. AID 485281, 2010. apoferritin/1-aminoanthracene competitive binding, fluorescence; note: potency is the fitted concentration of half-maximal effect; % is set by controls: 0 for no effect and ±100 for the full control effect; nearly all actives have a fitted effect of over 20% in size
Target sequence (P02791 2-175 limits assumed): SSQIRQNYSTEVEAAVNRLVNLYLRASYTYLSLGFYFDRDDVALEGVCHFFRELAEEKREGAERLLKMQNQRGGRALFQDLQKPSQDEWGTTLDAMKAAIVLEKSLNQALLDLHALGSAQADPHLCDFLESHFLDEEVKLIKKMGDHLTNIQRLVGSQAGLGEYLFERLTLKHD
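Steps: apoferritin (10 uM) was premixed with half-saturated 1-AMA in PBS, compounds were pin-transferred, plates stood 10 min at room temperature, fluorescence was read at 380/535 nm, and curves were fitted with a Hill equation.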
Pol iota inh – qHTS for Inhibitors of Polymerase Iota | Pol iota fluorescent replication assay, 10 min | Potency, µM (highest dose often 115 µM), for the others: at the highest dose activity, negative = inhibition, actives largely listed as inhibitors | 1% of 390,000 active | AID 588590, 2011; note: potency is the fitted concentration of half-maximal effect
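Fluorescent replication assay read twice, at 0 min and 10 min after adding 50 nM (final) substrate. Enzyme (10 nM) and compounds were first incubated 15 min at room temperature; enzyme-free buffer wells were negative controls.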
APEX1 inh – qHTS Assay for Inhibitors of the Human Apurinic/apyrimidinic Endonuclease 1 (APE1); 0.35% of 350,000 active; Potency, µM (top dose mostly 65.8 µM), for inactives: top-dose activity change, negative = inhibition, most hits filed as inhibitors; recombinant APE1, TAMRA/BHQ-2 abasic DNA cleavage fluorescence;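 note: potency is the fitted concentration of half-maximal effect; plate controls were vehicle for no effect and reference inhibitor for full effect; nearly all actives have a fitted effect of over 55% in size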
Target sequence (P27695 whole entry, looked up): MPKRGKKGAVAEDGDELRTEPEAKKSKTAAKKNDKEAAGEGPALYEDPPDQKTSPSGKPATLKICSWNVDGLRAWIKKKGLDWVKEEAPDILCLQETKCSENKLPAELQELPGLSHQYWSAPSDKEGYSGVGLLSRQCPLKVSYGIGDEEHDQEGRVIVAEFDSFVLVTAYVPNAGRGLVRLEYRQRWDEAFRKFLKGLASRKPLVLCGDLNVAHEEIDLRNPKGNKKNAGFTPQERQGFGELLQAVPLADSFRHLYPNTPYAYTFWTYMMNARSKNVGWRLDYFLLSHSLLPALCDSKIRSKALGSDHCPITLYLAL
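Measures dequenching upon AP-site incision of a 5'-TAMRA/3'-BHQ-2 THF-containing duplex, 50 nM; human APE1 0.75 nM after 15 min room-temperature exposure to compound; kinetic three-point read at one-minute spacing.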
BLM inh – qHTS Assay for Inhibitors of Bloom's syndrome helicase (BLM); AID 2528, 2010; recombinant BLM DNA unwinding, fluorescence dequenching; RecQ-like DNA helicase BLM (Homo sapiens), P54132; 0.2% of 350,000 active; Potency, µM (highest dose often 56.1 µM), inactives show top-dose activity change, negative = inhibition, most hits filed as inhibitors;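 note: potency is the fitted concentration of half-maximal effect; plate controls were vehicle for no effect and no enzyme for full effect; nearly all actives have a fitted effect of over 35% in size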
Numbers without * were called inactive; ? = inconclusive; / = not tested or not shown; & = joins results of further samples; [ ] = another dose, or the depositor's remark. Unless noted, calls come from the whole dose curve; as a rule, active = well fitted curve in the direction sought with a large enough effect; inconclusive = small, poorly fitted or top-dose-only effect, or another doubt; inactive = no such curve, though single readings can be large; an effect the other way counts as inactive or inconclusive. The list is partial (hit frequency here may not be typical).

SMILES	TRHR ag	12-LOX inh	Pol beta inh	ERG-DNA inh	POLK inh	Apoferritin bind	Pol iota inh	APEX1 inh	BLM inh
CN1C(=O)/C(=C/c2ccccc2OCc2ccc(F)cc2)N(C)C1=S	0.1	-19%	-12%	2%	-1%	0%	19%	3%	1%
O=C(/C=C/c1cccnc1)c1ccc(F)c(F)c1	0.5	-5%	10%	4%	-13%	-3%	?	-1%	-4%
Cc1ccc(CNC(=O)c2oc3ccc(S(=O)(=O)N4CCC5(CC4)OCCO5)cc3c2C)cc1	-0.3	0%	-9%	4%	-13%	3%	2%	-3%	-5%
CCn1c(SCC(=O)N(C)CC(=O)Nc2ccc(OC)cc2)nnc1-c1ccco1	-0.6	2%	/	0%	-2%	/	40%[activator]	3%	/
Cc1c(CN2CCCCC2C)c(=O)n(-c2ccccc2)n1C (centres undefined)	0.0	3%	0%	-3%	-4%	-2%	-12%[58.9 µM]	0%	0%
COC(=O)c1ccc(CN2CCN(C3CCCCC3)C(CCO)C2)cc1 (centres undefined)	-0.8	0%	11%	-6%	0%	-7%	-16%	-9%	0%
CCOC(=O)N1CCC(N(CCCOC)C(=O)Nc2ccc(CC)cc2)CC1	-1.0	5%	-12%	/	-6%	-12%	?	1%	1%
N#C/C(=C(/O)COc1ccc(Cl)cc1)c1nc2ccccc2s1	0.7	-7%	-20%	10%	-6%	-5%	16%	-1%	0%
O=C(Nc1ccccc1-c1nnc(SCc2ccc(Cl)cc2Cl)o1)c1ccccc1	-0.4	-21%	5%	7%	-5%	-6%	20%	1%	-2%
Nn1cnc2cc3ccccc3cc2c1=O	0.3	-6%	24%	-7%	-1%	-6%	79%[activator]	4%	2%
Cc1ccc(S(=O)(=O)N2CC=C(c3c(C)n(CC(=O)N4CCCC4)c4ccccc34)CC2)cc1C	-0.7	-11%	-2%	10%	-15%	?	79µM*	/	-6%
CC(NC(=O)c1cccs1)C(c1cccs1)N1CCOCC1 (centres undefined)	-1.0	-9%	12%	/	-15%	40%[activator]	18%	-1%	-6%
CCc1nn(C)c2c(=O)c(=O)c2n(C)[nH]1	-0.4	0%	1%	-23%	6%	-6%	153%[activator]	-6%	1%
O=C(O)CCCCCN1C(=O)CSC1=S	0.8	0%	1%	?	-43%	-13%	?	-7%	2%
Cn1cc(S(=O)(=O)c2cccc(Cl)c2)c(=O)c2cc(F)c(N3CCN(c4ccccc4)CC3)cc21	-0.6	2%	7%	2%	-20%	-4%	-12%	/	-11%

The closing 4 entries of the part above open the next one:
SMILES	TRHR ag	12-LOX inh	Pol beta inh	ERG-DNA inh	POLK inh	Apoferritin bind	Pol iota inh	APEX1 inh	BLM inh
CC(NC(=O)c1cccs1)C(c1cccs1)N1CCOCC1 (centres undefined)	-1.0	-9%	12%	/	-15%	40%[activator]	18%	-1%	-6%
CCc1nn(C)c2c(=O)c(=O)c2n(C)[nH]1	-0.4	0%	1%	-23%	6%	-6%	153%[activator]	-6%	1%
O=C(O)CCCCCN1C(=O)CSC1=S	0.8	0%	1%	?	-43%	-13%	?	-7%	2%
Cn1cc(S(=O)(=O)c2cccc(Cl)c2)c(=O)c2cc(F)c(N3CCN(c4ccccc4)CC3)cc21	-0.6	2%	7%	2%	-20%	-4%	-12%	/	-11%
CCn1c(C)c(C(C)=O)c(N2CCN(c3ccccc3)CC2)nc1=S	2.8	?	1%	-9%	-5%	?	6%	?	-1%
Cc1ccc(CNC(=O)C2CCC(=O)N(C3CC3)C2)cc1 (centres undefined)	0.3	-3%	-1%	11%	-18%	-2%	47%[activator]	12%	-2%
Cc1c(Cl)ccc2c(C(=O)NCCCn3nccc3C)cc(-c3ccccn3)nc12	-0.7	-1%	25%	0%	-12%	-8%	16%	-14%	-6%
COc1ccc(/C(C)=N/Nc2cc(C(F)(F)F)ccc2Cl)c(OC)c1	0.7	/	-8%	/	/	-9%	/	-3%	-6%
COc1ccccc1-c1noc(COC(=O)c2ccc(Br)o2)n1	-2.8	-8%	/	4%	5%	/	12%	25%	/
Cc1ccccc1Nc1nc(N)nc(CCl)n1	1.2	10%	6%	-3%	-4%	1%	134%[activator]	-3%	1%
CCCN(CCC)CCNC(=O)c1cc2c(-c3ccccc3F)nn(C)c2s1	-0.4&-0.1	?	87%&-1%	3%&0%	14%&-2%	-15%&-11%	12%&8%	3%	44%&33%[activator]
COc1ccc(S(=O)(=O)Nc2ccccc2)cc1	/	0%	/	17%	-4%	/	70%[activator]	/	/
Cc1ccc(NC(=S)N=Nc2c(O)[nH]c3ccccc23)cc1	1.5	1%	7%	-2%	-15%	?	66%[activator]	0%	-3%
O=C(CCN1CCOCC1)NNC(=O)c1ccc(Cl)c([N+](=O)[O-])c1	/	-9%	/	-9%	-17%	/	34%[activator]	-4%	/
CCOc1cc(N2CCOCC2)c(OCC)cc1NC(=O)CN1C(=O)N(C)C2(CCCCC2)C1=O	0.6	0%	/	4%	-14%	/	-6%	-7%	/
Cc1cc(C(=O)N/N=C/c2sccc2C)no1	0.1	-1%	21%	4%	-6%	-4%	136%[activator]	20%	1%
Cc1cc(OCC(=O)NCC2(N(C)C)CCCCC2)cc(C)c1Cl	1.6	-15%	-25%	-1%	-2%	-10%	18%	/	-5%
Cc1ccc(S(=O)(=O)N2CCCCC2)cc1C(=O)NCCC1=CCCCC1	0.0	-9%	/	6%	-4%	/	20%	9%	/
CCOC(=O)c1c(NC(=O)CN2CCCCC2)sc2c1CCN(C(=O)OCC)C2	0.6	18%	4%	/	-14%	?	2%	-1%	-11%
O=C(c1ccc2c(c1)OCO2)C1CCCN(Cc2c(F)ccc(F)c2F)C1 (centres undefined)	0.0	-11%	-2%	1%	-20%	-20%	0%	-12%	-5%
COC(=O)C(CN)c1c[nH]c2ccc(OC)cc12 (centres undefined)	/	15%	/	/	-3%[19.4 µM]	3%	/	-4%	2%
O=C(/C=C/N1CCN(Cc2ccccc2)CC1)C(F)(F)F	0.2	13%	16%	-10%	6%	-8%	6%	2%	-4%
Cc1cc(=O)n2ccsc2n1	-0.2	2%	32%	-1%	-15%	7%	15%	16%	-13%
N#CCc1ccc(Oc2ccc([N+](=O)[O-])cn2)cc1	-1.7	5%	-1%	-25%	5%	-15%	46%[activator]	-3%	7%
O=C(O)CN1CCCCC1	1.0	?	1%	10%	-5%	0%	100%[activator]	3%	9%
Cn1nnc2c[n+](CC(=O)c3ccc(Cl)cc3)cc(Br)c21	0.5	?	-1%	3%	-8%	6%	88%[activator]	-1%	-10%
CC1CCN(CCCNC(=O)C2CC(=O)N(CCc3ccccc3)C2)CC1 (centres undefined)	0.1	0%	1%	-10%	-12%	-4%	-6%	52%[activator]	0%
COc1ccccc1NC(=O)C1=C(C)Nc2nc(SCc3ccccc3Cl)nn2C1c1ccccn1 (centres undefined)	-0.5	-38%	14%	17%	5%	-13%	0%	/	-5%
O=C(NNC(=S)NC(=O)c1cccs1)c1ccc(O)cc1	-0.2	0%	-6%	-2%	-1%	-14%	15%	12%	3%
CCOC(=O)c1sc2nc(CC(C)C)c3c(c2c1N)CCC3	-0.1	5%	22%	4%	-17%	-2%	11%	4%	1%
Cc1ccc(C)c(N2CCN(C(c3ccccc3)c3nnc(-c4ccccc4F)o3)CC2)c1 (centres undefined)	0.8	-19%	-22%	-9%	4%	-5%	-4%	/	-6%
COc1ccccc1C1CC(=O)NC(C)=C1C(=O)OC(C)C (centres undefined)	-1.0	0%	0%	16%	4%	-8%	80%[activator]	3%	-2%
Cc1ccc(S(=O)(=O)N2CCC(C(=O)N/N=C/c3cccn3C)CC2)cc1	/	-1%	/	-4%	-14%	/	25%	-7%	/
CCOc1ccc(C(c2c(C)[nH][nH]c2=O)c2c(C)[nH][nH]c2=O)cc1OC	0.4	0%	3%	0%	-6%	-9%	?	-2%	-2%
N#Cc1ccc(CN2CCN(CC(=O)Nc3ccccc3C(=O)NC3CC3)CC2)cc1	0.0	16%	/	2%	-20%	/	43%[activator]	6%	/
CC1CCCCC1NC(=O)Cn1cc([N+](=O)[O-])ccc1=O (centres undefined)	-0.7	3%	/	4%	-4%	/	3%	23%	/
CCOC(=O)C1CCN(C(=O)NS(=O)(=O)c2ccc(C)cc2)CC1	1.3	10%	63%[activator]	4%	1%	-3%	15%	16%	1%
CN(CC(=O)Nc1ccccc1C(F)(F)F)C(=O)c1cc2c(s1)CCCCC2	-0.6	-1%	/	0%	-11%	/	29%	-4%	/
O=C1C2CCCN2C(c2ccc(Cl)cc2)N1c1nccs1 (centres undefined)	-0.3	?	16%	-4%	4%	-10%	8%	2%	1%
Cc1cccc2c1c(N=NC(N)=S)c(O)n2C1OC(CO)C(O)C(O)C1O (centres undefined)	-0.4	0%	37%	33%[activator]	4%	-12%	12%	15%	-1%
O=C(NCc1ccc(F)cc1)C1CCN(C(=O)c2ccc(-n3ccc4ccccc43)s2)CC1	0.4	-20%	-30%	2%	-44%	106%[activator]	?	/	-6%
CN(C)S(=O)(=O)c1ccc(N2CCCC2)c(C(=O)N2CCN(c3ccc([N+](=O)[O-])cc3)CC2)c1	0.2	-5%	1%	-10%	-7%	-21%	57%[activator]	0%	-3%
CSc1ccc(CCNC(=O)Cn2c(C)c3cnn(-c4ccccc4)c(=O)c3c2C)cc1	-0.3	-23%	34%	3%	7%	-5%	-2%	/	1%
